Assay outcomes: PubChem, The Scripps Research Institute Molecular Screening Center
TAAR1 antagonist: human TAAR1 antagonists, primary screen, Fluo-8 calcium fluorescence, CHO RD-HGA16 cells; Trace amine-associated receptor 1 (Homo sapiens), Q96RJ0; antagonist; inhibition, % at 3 µM; 1.5% of 360,000 active; AID 624466, 2012;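 active means inhibition above a per-plate cutoff, the mean inhibition of test compounds on that plate plus 3 SD, cut at about 49% in these data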;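 further: 0% = DMSO plus EC80 beta-PEA response and 100% = DMSO alone without agonist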
Target sequence (Q96RJ0 whole entry, looked up): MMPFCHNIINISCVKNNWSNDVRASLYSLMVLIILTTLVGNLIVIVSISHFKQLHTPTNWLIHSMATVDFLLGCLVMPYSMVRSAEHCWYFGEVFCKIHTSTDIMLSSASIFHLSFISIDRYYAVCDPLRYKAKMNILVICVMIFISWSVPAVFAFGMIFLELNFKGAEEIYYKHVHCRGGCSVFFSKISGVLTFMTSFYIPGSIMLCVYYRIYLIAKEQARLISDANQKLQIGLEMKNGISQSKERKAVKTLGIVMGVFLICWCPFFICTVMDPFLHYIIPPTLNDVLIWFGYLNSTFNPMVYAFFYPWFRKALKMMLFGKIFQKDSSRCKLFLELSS
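System: CHO RD-HGA16 cells bearing hTAAR1. Reagent: EC80 β-phenethylamine stimulus. Schedule: seeding 17-24 h prior, 75-min 37 °C, 30-min RT dye loading. Signal: Fluo-8 intracellular calcium dye fluorescence, real-time kinetic reads. Read-out: % inhibition from peak post-agonist over basal fluorescence ratio. Benchmarks: vehicle wells and EC80 agonist wells. Replicates: n of 1.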
CHRM1 antagonist: human M1 muscarinic receptor antagonists, primary screen, CHO-K1 cells, Fluo-8 calcium fluorescence, 1536-well; Muscarinic acetylcholine receptor M1 (Homo sapiens), P11229; CHO-K1 hM1, ACh EC80 antagonist; inhibition, % at 3 µM; 1.3% of 360,000 active;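 active means percent inhibition above its own plate's cutoff, namely the mean of that plate's compound wells plus 3 SD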;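 further: peak over basal fluorescence ratio during 140 s after agonist addition; 0% = ACh EC80 plus DMSO and 100% = DMSO alone without agonist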
Target sequence (P11229 whole entry, looked up): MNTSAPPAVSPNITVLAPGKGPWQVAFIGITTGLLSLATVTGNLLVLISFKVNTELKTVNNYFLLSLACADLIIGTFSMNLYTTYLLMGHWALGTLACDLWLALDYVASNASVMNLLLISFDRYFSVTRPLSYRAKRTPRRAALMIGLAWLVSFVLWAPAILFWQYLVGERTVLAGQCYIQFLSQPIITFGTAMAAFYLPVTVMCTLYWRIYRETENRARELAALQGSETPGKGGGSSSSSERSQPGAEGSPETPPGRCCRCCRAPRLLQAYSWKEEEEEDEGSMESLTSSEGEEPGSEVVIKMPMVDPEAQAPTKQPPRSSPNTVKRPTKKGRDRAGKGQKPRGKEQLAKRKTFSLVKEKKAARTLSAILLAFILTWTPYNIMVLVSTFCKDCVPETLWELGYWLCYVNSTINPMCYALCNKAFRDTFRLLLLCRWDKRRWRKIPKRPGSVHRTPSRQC
OXTR potentiate: human OXTR potentiators, primary screen, fluorescence, CHO-OTR cells, Fluo-8 calcium; Oxytocin receptor (Homo sapiens), P30559; Fluo-8 calcium fluorescence, potentiator mode; 0% = oxytocin EC15, 100% = EC100; activation, % at 3 µM; 0.061% of 320,000 active;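 active means activation above that plate's cutoff, the mean activation of tested compounds plus 3 SD, cut at about 6.6% in these data, passing the limit was not always enough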;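 further: 100% uses oxytocin at 75 nM as the full agonist control; some results filed as inactive read as strong as hits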
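System: human OTR in CHO cells / Also added: sub-maximal oxytocin, roughly EC15 / Control set: EC15 oxytocin low, 75 nM oxytocin high / Schedule: 6 min compound pre-incubation at room temperature, 100 s kinetic read / Compound: single-point 3.0 µM / Replication: singlicate / Technique: Fluo-8 calcium dye fluorescence / Read-out basis: % activation of max/min ratio relative to oxytocin controls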
M1 ag parental: counter-screen for M1 agonists: effect in parental CHO-K1 cells. Fluo-8 calcium fluorescence; scaled to maximal ATP response, vehicle zero. activation, % at 3 µM. 0.48% of 360,000 active; in the data active means activation above about 15%;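 further: untransfected CHO-K1 host cells lacking M1 receptor as counterscreen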
M1 PAM parental: nonselective calcium activators in parental CHO-K1 cells, primary screen, counter-screen for M1 PAM project, cell-based, Fluo-8 calcium fluorescence, full deck, 1536-well. ATP EC20; 0% at ATP EC20, 100% at ATP max. activation, % at 3 µM. 0.02% of 360,000 active. AID 602247, 2012;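 active means activation above the run cutoff, the mean activation of all test compounds plus 3 SD, cut at about 40% in these data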;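 further: peak over basal fluorescence ratio in a 140 s read after ATP addition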
CHO-K1 Ca antag: nonselective inhibitor or artifact in parental CHO-K1 cells | ATP-induced calcium, Fluo-8 fluorescence | AID 602250 | 0.6% of 360,000 active | inhibition, % at 3 µM;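 active means inhibition above a per-plate cutoff, the plate's mean sample inhibition plus 3 SD, cut at about 24% in these data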;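 further: 0% = DMSO plus EC80 ATP and 100% = DMSO alone without ATP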
CHO parental Ca: ATP-evoked calcium signal inhibitors, parental CHO, primary screen, counter-screen for OX1R antagonist project, cell-based, fluorescence, Fluo-8 calcium dye; inhibition, % at 5.6 µM; 0.63% of 330,000 active; parental CHO-K1, ATP-induced calcium, Fluo-8 fluorescence;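 active means inhibition above that plate's mean sample inhibition plus 3 SD, cut at about 26% in these data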;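 further: 0% = ATP-challenged DMSO wells and 100% = DMSO wells without ATP; some compounds past the cut are filed as inactive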
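Test system: untransfected parental CHO cell line; also added: ATP stimulus; dosing: 5.6 µM, single dose; signal: calcium-sensitive Fluo-8 fluorescence; measure: percent inhibition of ATP-evoked calcium rise, normalized to controls; benchmarks: low control ATP plus DMSO, high control DMSO only; replication: one well per compound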
CHRM1 agonist: human M1 muscarinic receptor agonists, primary screen, Fluo-8 calcium fluorescence, CHO-K1 cells, HTS. Muscarinic acetylcholine receptor M1 (Homo sapiens), P11229. CHO-K1 hM1, agonist mode; 0% DMSO, 100% acetylcholine EC100. activation, % at 3 µM. 0.33% of 360,000 active;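 active means activation above the run's mean compound activation plus 3 SD, cut at about 16% in these data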;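 further: peak over basal fluorescence ratio within a 140 s kinetic read after compound addition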
TAAR1 agonist: human TAAR1 agonists, primary screen, Fluo-8 calcium fluorescence, CHO RD-HGA16 cells; AID 624467, 2012; 0.99% of 360,000 active; activation, % at 3 µM; Trace amine-associated receptor 1 (Homo sapiens), Q96RJ0; vehicle wells 0%, saturating PEA agonist 100%;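 active means activation above the mean activation of all test compounds in the run plus 3 SD, cut at about 38% in these data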
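Assay system: CHO-derived RD-HGA16 cells with stable Gα16 and human TAAR1; timing: 17-24 h seeding, 75 min 37 °C dye, 30 min RT; read-out: % activation from peak over basal fluorescence ratio, DMSO-to-PEA scaled; measured by: kinetic Fluo-8 calcium fluorescence; benchmarks: low control DMSO, high control PEA (EC100); doses: 3 µM single concentration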
Active calls of the source: *; · = no result given. No enrichment for hits; overall some 4.2% were active at least once.

Structure	TAAR1 antagonist	CHRM1 antagonist	OXTR potentiate	M1 ag parental	M1 PAM parental	CHO-K1 Ca antag	CHO parental Ca	CHRM1 agonist	TAAR1 agonist
CCOc1ccc(NC(=O)CN(C)C(=O)C(C)N2C(=O)c3ccccc3C2=O)cc1OCC (stereo not given)	4	-8	-2	1.1	-4	-3	-4	-4	8
O=C(Nc1nccs1)c1c(O)c2c([nH]c1=O)CCCC2	-8	3	-5	0.2	6	0	6	0	6
COc1ccc(-c2nc(SC(CC(=O)NCCN3CCOCC3)c3cccs3)n[nH]2)cc1 (stereo not given)	-6	-7	-5	-0.6	6	-11	-2	-2	-2
Cc1cc(S(=O)(=O)N2CCCC(C(=O)Nc3ccc(C(=O)O)cc3)C2)ccc1Cl (stereo not given)	-3	-7	-5	0.2	11	-3	-8	-5	7
COc1ccc(CCNC(=O)c2ccccc2C(=O)NCCc2ccc(OC)cc2)cc1	3	10	-13	3.3	-11	13	-20	-4	5
CN(CCc1ccccc1)C(=O)c1cccc(NC(=O)Cc2cccc(NC(=O)C3CCCN(C(=O)C4CCCC4)C3)c2)c1 (stereo not given)	-4	-5	·	1.0	12	1	·	-5	-1
COc1ccccc1NC(=O)c1cc(N2C(=O)C3C4CCC(C4)C3C2=O)ccc1Cl (stereo not given)	-19	16	-7	2.5	-15	4	-16	-3	4
COc1ccc(CNC(=O)COC(=O)c2ccc(S(=O)(=O)NCc3ccco3)cc2)cc1	-9	-10	-10	2.8	-11	-8	-4	-2	23
COc1ccc(-n2nnnc2SCC(=O)c2ccc3c(c2)OCCO3)c(OC)c1	15	-11	-4	1.1	14	-5	-7	-4	8
Cc1cc(O)c(C)c(O)c1/C=N/NC(=O)c1cccnc1	0	-9	-4	0.8	-17	2	-9	-1	1
COC(=O)C1C(c2ccc(OC)cc2)Nc2nnc(C(F)(F)F)n2C1(C)O (stereo not given)	-15	-6	-16	0.4	12	-12	-24	-4	8
CCC1CN(C(=O)NCc2ccc(F)cc2)c2cc(C)ccc2O1 (stereo not given)	0	-6	·	-1.5	4	-13	·	-10	0
O/N=C1/CC/C(=N\O)c2nn(-c3ccccc3)nc21	-9	-12	-14	0.3	19	-8	1	2	4
Cc1csc2c(SCC(=O)NNC(=O)C(Cl)Cl)ncnc12	-21	-12	2	15	27	-10	-7	-2	3
CCOn1c(=O)c(-c2cc3ccccc3o2)[n+]([O-])c2ccccc21	·	6	0	0.5	3	2	-9	-3	·
O=C(CSc1cn(CC(=O)N2CCCC2)c2ccccc12)NCC1CCCO1 (stereo not given)	1	1	4	-0.4	3	-3	-9	-1	2
CCn1c(SCc2cccc(C(=O)O)c2)nnc1-c1ccc(Cl)cc1	-12	-16	·	7.7	11	-6	·	2	1
Cc1ccc(S(=O)(=O)c2nc(C(C)(C)C)oc2N2CCOCC2)cc1	1	8	-2	0.2	4	-8	6	-2	6
O=C(CSc1ncnc2c1nnn2Cc1ccccc1F)N1CCN(c2ccccc2)CC1	13	-8	·	0.6	10	-10	·	-3	3
COc1ccc(C2(CNS(=O)(=O)c3ccccc3)CCOCC2)cc1	1	8	-8	-0.3	-2	7	-22	-8	8
COc1ccc(OC)c(S(=O)(=O)Nc2cccc3c(O)cccc23)c1	13	-11	-4	1.7	-15	-1	1	-7	7
Cc1ccc(S(=O)(=O)NC(=NC(Cc2ccccc2)C(=O)O)c2ccccc2)cc1 (stereo not given)	0	2	0	-0.2	-2	-13	-10	-3	8
COc1ccc(CCNC(=O)c2c(C)nc3ccccn23)cc1	-20	-11	-3	3.3	13	-12	-1	-2	9
O=C(CSc1oc(-c2ccc(F)cc2)nc1S(=O)(=O)c1ccc(F)cc1)NCC1CCCO1 (stereo not given)	1	4	-10	0.1	9	-6	-19	-1	6
CC(C)NC(=O)C1CCCN(S(C)(=O)=O)C1 (stereo not given)	4	-9	-2	-0.2	-4	-1	-4	-1	-1
N/C(Cc1ccc([N+](=O)[O-])cc1)=N\OC(=O)c1ccccc1Br	11	-3	-7	0.5	13	-10	-18	-6	17
Cc1c(Cl)cccc1NC(=S)NCC(c1cccnc1)N(C)C (stereo not given)	3	-7	-12	0.4	5	-5	-7	-9	2
Cc1ccc2c(CC(=O)Nc3cccc(S(=O)(=O)N4CCOCC4)c3)coc2c1	3	-10	-2	4.6	15	-8	-13	-1	3
O=C(O)c1ccc(NN=Cc2cc(=O)[nH]c(=O)[nH]2)cc1	-7	-14	·	1.1	4	-18	·	-4	2
Cc1cc2oc(=O)cc(C)c2cc1NC(=O)CCC(=O)O	-5	-5	-4	-0.3	1	-10	-2	-3	18
C[C@@H]1CN([C@H](C)CO)C(=O)c2cc(NC(=O)c3ccncc3)ccc2O[C@@H]1CN(C)C(=O)Nc1ccccc1	13	-6	-4	-0.2	-17	1	-3	-3	4
NC(=S)Nc1ncc(CCN2CCOCC2)c(-c2ccc(F)cc2)n1	1	-2	-2	0.8	4	-6	3	-2	-1
Cc1cc(C)n(-c2ccc(C(=O)Nc3ccccn3)cc2)n1	5	-6	-1	1.0	23	-19	-1	-2	13
Cc1cccc(-n2ncc3c2CCCC3NC(=O)CCN2Cc3ccccc3C2=O)c1C (stereo not given)	-21	4	-15	2.5	9	-3	-10	-4	-1
CC(=O)C(Sc1ncnc2c1nnn2-c1ccc(F)cc1)C(=O)N(C)C (stereo not given)	8	·	1	·	·	·	-7	·	8
C=CCOc1cccc(C2/C(=C(/O)c3ccc4c(c3)CC(C)O4)C(=O)C(=O)N2CCN2CCOCC2)c1 (stereo not given)	-8	2	-8	0.8	12	1	-16	-1	2
CC1CCCCC12NC(=O)N(CC(=O)NCc1ccco1)C2=O (stereo not given)	-3	-1	0	1.4	5	0	-9	-3	-1
O=C(CNC(=O)c1ccc(Br)o1)NC1CCCCC1	-8	-11	-4	1.1	9	-16	4	-1	1
Cc1cc(C)c(NC(=O)c2c[nH]c(=S)n2-c2ccc(F)cc2)c(C)c1	-6	-2	-1	-0.2	-3	-1	-2	-3	2
CC(C)CCC(CCNCc1ccccn1)c1ccc2c(c1)OCO2 (stereo not given)	-8	8	-5	8.8	22	-20	-17	-8	14
N=c1c2c(-c3ccccc3)c(-c3ccccc3)oc2ncn1CCCN1CCOCC1	-12	8	-29	1.5	16	-6	-16	-3	4
Cc1ccc(/C=N/n2c(C)nnc2C)cc1	-9	-7	-10	0.0	-3	-9	-4	-3	2
COc1ccc(/C=C/C(=O)NC(=S)N2CCCCC2)cc1OC	3	-16	-1	0.6	19	-9	-1	-2	3
CCOC(=O)N1CCN(C(=O)Cn2ncc3ccccc32)CC1	1	-9	3	1.2	26	-6	-9	-2	1
COc1ccc(OCC(=O)Nc2c3c(nn2-c2ccc(OC)cc2)CS(=O)(=O)C3)cc1	-37	-11	-9	-0.3	10	-2	-12	0	1
Cc1nonc1NC(=O)c1ccccc1Br	0	-3	4	-0.1	-3	-4	5	-4	2
CC1(C)Cc2c(c(-c3ccccc3)nc(N3CCOCC3)c2C(N)=O)CO1	-12	0	-5	0.3	17	-11	-18	-3	2
CC1CC(=O)N(CC(=O)Nc2cccc(F)c2)c2ccccc2S1(=O)=O (stereo not given)	-3	-11	-17	1.5	-8	-23	0	-3	9
O=c1c2ccccc2nc2n1C(CSc1ccc(Br)cc1)CN2 (stereo not given)	5	-5	-11	-0.1	15	-2	3	-4	14
CCOC(=O)c1cc(-c2ccc(OC)cc2)n(CCC(=O)NC2CCN(Cc3ccccc3)CC2)c1C	-22	-1	-7	2.0	10	-3	-8	-10	21

The results go on:
Structure	TAAR1 antagonist	CHRM1 antagonist	OXTR potentiate	M1 ag parental	M1 PAM parental	CHO-K1 Ca antag	CHO parental Ca	CHRM1 agonist	TAAR1 agonist
CCOC(=O)NC1=NCC(C)S1 (stereo not given)	-16	-8	1	0.2	-20	-4	-4	-2	0
CC1CCN(CC(=O)N2c3ccccc3CC2C)CC1 (stereo not given)	-4	-9	-9	0.2	15	-16	-9	-8	0
O=C(COC(=O)C1COc2ccccc2O1)NC(=O)NC1CCCC1 (stereo not given)	3	0	4	-0.2	9	-9	-5	-5	6
COc1ccc(C(=O)/C=C/c2cccs2)c(OC(=O)N2CCOCC2)c1	2	-9	-1	0.7	26	-10	-11	-7	1
CCOC(=O)N1CCN(C(=O)CN2C(=O)NC(c3ccccc3)(c3ccccc3)C2=O)CC1	10	-4	-4	1.7	3	-10	-7	1	2
C#CCNC(=O)C1=C[C@@H](c2ccc3c(c2)OCO3)C[C@@H](OCCCCO)O1	13	-12	2	-0.2	-9	2	-2	-6	4
O=[N+]([O-])c1ccccc1S(=O)(=O)Nc1ccc(S(=O)(=O)Nc2nccs2)cc1	-12	-4	-13	2.1	2	-14	8	-3	2
O=C1c2cccc3c(O)ccc(c23)C(=O)N1Cc1ccco1	39	30*	·	65*	-4	26*	·	68*	132*
CCCCCCCCN1C(=O)[C@H](CC(=O)NCCCN2CCCC2=O)C[C@@]2(C(=O)OC)CCCCC=C12	13	·	·	0.4	-2	-2	·	·	4
COCCNC(=O)c1ccc2c(=O)n(Cc3ccco3)c(SCC(=O)NC3CCCCC3)nc2c1	17	5	4	3.7	14	-7	-10	-5	2
CCOC(=O)CSc1nnc(CNc2ccc(Cl)cc2)n1Cc1ccccc1	8	24	-30	6.9	0	12	0	3	2
Cn1c(CNC(=O)c2ccco2)nnc1SCC(=O)N1c2ccccc2Sc2ccccc21	17	-30	-4	0.1	16	-7	-17	-4	6
